MT stabilize HCS: stabilizes microtubules in HeLa cells; HeLa tubulin immunostaining HCS, 24 h; share of cells brighter than vehicle mean+2SD; % tubulin-high responders, % at 10 µM; 200,000 compounds, 0.83% hits; AID 2205;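 active means plate Z-score above 3 for both tubulin-high and condensed-nucleus cell shares, with cell loss under 80%, at 10 µM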;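 further: anti alpha tubulin signal scored within the nucleus-defined area of each cell; some results filed as inactive read as strong as hits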
Yfh1-off respiration: mitochondrial function rescue without frataxin homolog – Friedreich's ataxia, plus single-dose screen, dose response (AID 1465); one-dose fold induction at 50 µM; EC50 in µM for titrated hits; 220,000 compounds, 0.074% hits; S. cerevisiae Yfh1-off respiration, WST-1 reduction, 72 h; higher fold induction means a stronger effect;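 active means fold induction of absorbance versus untreated yeast above a set limit, then at least 30% activation at any dose in follow-up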;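 further: activators that raise dye reduction in frataxin-depleted yeast; strong numbers were not always called active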
Autophagy mod: autophagy modulation, high-content screen. MEF GFP-LC3 puncta imaging; test concentration mostly 10 µM. 190,000 compounds, 0.98% hits. calls only at 10 µM (by protocol);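 active means percentage of spot-positive cells more than 3 SD above its plate mean, without a fluorescence outlier flag or 80% toxicity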;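 further: spot-positive cell cutoff set from DMSO-treated cells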
P. falciparum M17LAP: P. falciparum M17LAP inhibitors, primary screen, biochemical, fluorogenic H-Leu-NHMec substrate, 1536-well (AID 1619); inhibition, % at 30 µM, or IC50 in µM where a hit was titrated; 220,000 compounds, 0.38% hits; recombinant M17LAP, H-Leu-NHMec fluorogenic kinetic assay; higher % means a stronger effect;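 active means compound inhibiting the enzyme by more than half at any dose during confirmatory dose-response retesting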;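 further: plate controls were full reaction with DMSO carrier for no effect and no enzyme background for full effect; strong numbers were not always called active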
NOD1 NF-kB reporter: inhibition of NOD1-driven NF-kB reporter – cell-based, luminescence, uHTS, primary screen (AID 1578). NOD1-driven NF-kB luciferase reporter cells, luminescence; higher % means a stronger effect. inhibition, % at 4 µM, or EC50 in µM where a hit was titrated. 290,000 compounds, 1% hits; in the data active means inhibition mostly above about 36%, no sharp cut-off; inactive means mostly below about 34%;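 further: HEK-293T reporter cells stimulated with the NOD1 agonist gamma-tri-DAP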
Insulin prom up: MIN6 insulin promoter up-regulation; AID 1625; MIN6 insulin promoter-GFP reporter, high-content imaging; hits give high values; z-score at 5 µM; 190,000 compounds, 0.3% hits;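 active means z-score above 3 at 5 µM with at least 500 cells counted in the well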
bCat nuc transl: alters nuclear translocation of beta-catenin in HeLa cells | immunofluorescence imaging | AID 1665 | 190,000 compounds, 0.3% hits | nuclear translocation activity, % at 5 µM;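 active means nuclear translocation activity above 50% at 5 µM, with a well cell count of 50 or more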;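 further: per-cell ratio of nuclear to cytoplasmic median beta-catenin stain intensity; plate controls were DMSO negative control for no effect and GSK-3 inhibitor IX positive control for full effect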
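Technique: fluorescence imaging of beta-catenin antibody stain plus DAPI / Material: human HeLa cell line / Incubation: compound treatment 24 h, 37°C, 5% CO2 / Read-out basis: % activation of per-cell nuclear versus cytoplasmic median beta-catenin signal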
Dynein transport: blocks dynein driven cargo transport along microtubules | 3617.4 mouse cells, GR-EGFP nuclear translocation imaging; test concentration mostly 20 µM; stimulated with dexamethasone, 1 µM; hits give low values | z-score, hits read low | 220,000 compounds, 0.47% hits | AID 1381;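 active means plate z-score of nuclear minus cytoplasmic receptor signal below a set negative limit, without overly bright fluorescence or cell loss, cut at about -3.5 in these data, passing the limit was not always enough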;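 further: z-score of nuclear minus cytoplasmic ring GR-EGFP intensity difference per well; some compounds called inactive have numbers as strong as hits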
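Buffer or medium – tet-free medium with charcoal-stripped serum · Signal – automated 10x imaging of fixed Hoechst-stained cells · Also added – dexamethasone agonist, 1.0 µM final, for 30 min · Incubation – induction 48 h, compound 1 h, agonist 30 min · Read-out – GR-EGFP nuclear translocation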
NOD2 inhibition: inhibition of NOD2-driven NF-kB reporter – cell-based, luminescence, uHTS, HEK293 (AID 1566) | one-dose inhibition, % at 4 µM; EC50 in µM for titrated hits | 290,000 compounds, 0.63% hits | HEK293 NOD2/NF-kB luciferase reporter, luminescence; higher % means a stronger effect; in the data active means inhibition above about 50%; further: many of its hits are not listed in these tables
Dynein transport cytoplasmic EGFP: recorded beside Dynein transport, whose call it bears; z-score; measured here: cytoplasmic GR-EGFP intensity; hits give high values
Dynein transport nuclear GR-EGFP: recorded beside Dynein transport, whose call it bears; z-score; measured here: nuclear GR-EGFP intensity;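 lower value marks the stronger effect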
Dynein transport cell count: also measured in Dynein transport; calls as there; z-score; measured here: cell count per field
Insulin prom up cell count: second read-out of Insulin prom up, no call of its own (marks repeat the call); cell count; measured here: cytotoxicity, nuclei count;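 total cells summed across four imaged fields per well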
bCat nuc transl cell count 5 µM: second read-out of bCat nuc transl, no call of its own (marks repeat the call); cell count; measured here: cell count, cytotoxicity flag
MT stabilize HCS Hoechst-high %: second read-out of MT stabilize HCS, no call of its own (marks repeat the call); % Hoechst-high responders; measured here: nuclear condensation Hoechst responders;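 share of cells brighter than vehicle mean plus two SD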
MT stabilize HCS cytotoxicity %: recorded beside MT stabilize HCS, whose call it bears; toxicity, %; measured here: cytotoxicity by cell density;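 0% = mean cell density of plate MIN control wells and 100% = no cells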
Autophagy mod cell loss 18 h: second read-out of Autophagy mod, no call of its own (marks repeat the call); toxicity, %; measured here: cell loss, nuclei count;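 cell loss after 18 h compound exposure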
The depositor's hits bear a star; i = inactive; x = no result given; + = active, no number. A portion of the library; count on the stated rates, not on these rows.

SMILES | MT stabilize HCS | MT stabilize HCS Hoechst-high % | MT stabilize HCS cytotoxicity % | Yfh1-off respiration | Autophagy mod | Autophagy mod cell loss 18 h | P. falciparum M17LAP | NOD1 NF-kB reporter | Insulin prom up | Insulin prom up cell count | bCat nuc transl | bCat nuc transl cell count 5 µM | Dynein transport | Dynein transport cytoplasmic EGFP | Dynein transport nuclear GR-EGFP | Dynein transport cell count | NOD2 inhibition
O=C(Nc1ccccc1)C1(c2ccccc2)CC1(Cl)Cl (stereo not given) | 4.5 | 2.3 | 10.0 | i | i | 5 | -9% | -28% | -0.05 | 1205 | -4.0 | 456 | -0.74 | -0.15 | 0.15 | 0.73 | 4%
COC(=O)c1cc(NC(=O)Nc2cc(OC)ccc2OC)cc(C(=O)OC)c1 | 4.3 | 2.3 | 5.7 | i | i | -7 | 0% | -6% | -0.04 | 870 | x | x | 0.84 | -0.2 | 0.5 | -0.44 | -12%
COc1cc(NC(=S)N2CCOCC2)c(OC)cc1Cl | x | x | x | i | x | x | 8% | -6% | -0.02 | 1478 | 4.7 | 1032 | -0.47 | 0.33 | -0.16 | 1.3 | 15%
CC(C)CN(C(=O)c1ccc(=O)n(C)n1)c1nc2ccccc2s1 | 1.7 | 1.2 | 6.9 | i | i | 1 | 1% | -5% | 1.4 | 1777 | -0.4 | 1009 | -0.58 | -0.25 | -0.13 | 0.4 | -17%
N#Cc1c(-c2ccc(Br)cc2)nc2n(c1=O)CCCS2 | 2.9 | 2.1 | 9.1 | i | i | 1 | 5% | -23% | 0.14 | 887 | x | x | 0.63 | -0.25 | 0.33 | 0.42 | 6%
Cc1noc(NS(=O)(=O)c2ccc(N/C=C\C(=O)c3ccc(Br)cc3)cc2)c1C | 1.2 | 1.7 | 8.0 | i | i | 1 | 16% | -20% | 0.6 | 1487 | 1.4 | 1049 | -0.45 | -0.17 | -0.36 | 0.25 | -18%
Cc1cc2nc(CCN(C(=S)NCC(C)C)C3CCCC3)[nH]c2cc1C | 2.2 | 1.7 | 8.0 | i | i | 4 | -5% | 15% | x | x | x | x | 0.13 | -0.22 | 0.35 | 0.29 | 20%
Cn1c(=O)c2c(nc(N/N=C/c3cccnc3)n2Cc2ccc(F)cc2)n(C)c1=O | x | x | x | i | x | x | 3% | -7% | -0.6 | 1436 | 0.4 | 1310 | 1.2 | -0.2 | 0.36 | -0.7 | 13%
COc1cccc(/C=N/NC(=O)CNC(=O)C2COc3ccccc3O2)c1O (stereo not given) | 1.9 | 2.0 | 7.9 | i | i | -1 | 2% | 9% | x | x | -0.8 | 977 | -0.35 | -0.21 | -0.33 | -0.22 | -2%
COC(=O)c1c(NC(=O)CSc2nnc3ccccn23)sc2c1CCC2 | 2.2 | 2.4 | 2.0 | i | i | -6 | 8% | -29% | -0.46 | 1592 | -0.3 | 1079 | 0.14 | -0.25 | 0.15 | 0.14 | 7%
O=C(CSc1nnc(-c2ccccc2F)n1C1CCCCC1)N1CCCC1 | 2.7 | 1.9 | 9.3 | i | i | -21 | 6% | -3% | -0.95 | 1423 | -3.4 | 994 | -0.67 | -0.18 | -0.17 | 0.066 | 2%
CC(=O)Nc1ccc(S(=O)(=O)Oc2ccc(C=O)cc2)cc1 | 1.6 | 1.5 | 8.5 | i | i | -3 | 28% | -42% | -0.31 | 1345 | -1.5 | 530 | 1.1 | -0.17 | 1.5 | -2.2 | -10%
NC(=O)NOCc1ccccc1 | 6.0 | 0.6 | 6.2 | i | i | 8 | -3% | -9% | 0.37 | 1271 | 0.3 | 1103 | -0.55 | -0.22 | -0.48 | 0.97 | -8%
Cn1c(=O)c2[nH]c(SCC(=O)c3ccc(F)cc3)nc2n(C)c1=O | x | x | x | i | x | x | 9% | -9% | 0.04 | 1114 | -0.1 | 1343 | -0.44 | -0.15 | 0.14 | 0.11 | 6%
CCN(CC)CCCN1C(=O)C(O)=C(C(=O)c2ccc(C)o2)C1c1cccs1 (stereo not given) | x | x | x | x | x | x | x | -8% | -0.18 | 1214 | -2.9 | 1260 | x | x | x | x | 7%
Cc1nc(NC(=O)CCl)sc1C(=O)N(C)C | 4.1 | 3.2 | 2.5 | i | i | 14 | 2% | 2% | -1.6 | 1375 | 6.6 | 854 | -1.5 | 0.073 | -0.53 | 0.63 | -6%
Cc1cccc(C(C)C)c1NC(=O)COC(=O)Cc1ccsc1 | 4.9 | 3.4 | 12 | i | i | 3 | 0% | -6% | -0.22 | 1501 | -4.4 | 1140 | -0.34 | -0.24 | -0.35 | 0.25 | 16%
C/C(=N\NC(N)=S)C1C2C3CC4C5CC(C42)C1C53 (stereo not given) | 7.4* | 6.2* | 12* | i | i | 15 | 2% | 0% | -0.37 | 1149 | 0.0 | 1076 | -1.5 | -0.15 | -0.95 | -0.17 | 4%
NC(=O)N/N=C/c1ccc2cccc(OCc3ccccc3)c2n1 | x | x | x | i | x | x | -4% | 7% | -0.3 | 1123 | 1.0 | 1248 | -0.77 | -0.092 | -0.047 | 0.2 | 18%
Cc1cc(C)c(C(=O)COC(=O)[C@H](C)Nc2ccc(C(F)(F)F)cc2[N+](=O)[O-])c(C)c1 | 1.4 | 1.0 | 3.7 | i | i | 4 | 4% | 11% | -0.4 | 900 | 4.5 | 976 | -1.3 | 0.58 | -0.47 | 1.1 | 13%
Cc1ccc(S(=O)(=O)N2C(=O)CCC2C(=O)N2CCN(C)CC2)cc1 (stereo not given) | 1.9 | 0.9 | 3.1 | i | i | -3 | 5% | -15% | 0.37 | 1270 | 1.1 | 1187 | 0.19 | -0.2 | 0.083 | -0.61 | 5%
C=CCn1c(SCc2cc(=O)n3cc(C)ccc3n2)nnc1-c1cccc(C)c1 | 4.2 | 1.6 | 1.9 | i | i | -25 | 6% | -1% | 1.2 | 1382 | 0.6 | 1013 | 0.51 | -0.24 | 0.18 | -0.43 | 11%
CCOc1cccc(C(=O)Nc2cccc(NC(=O)c3ccco3)c2)c1 | 3.0 | 1.7 | 2.8 | i | i | 6 | -1% | -20% | x | x | -1.3 | 1119 | -0.58 | -0.24 | -0.22 | -0.37 | 11%
Oc1ccccc1CNc1ccc(OC(F)(F)F)cc1 | 1.3 | 1.1 | 3.7 | i | i | 0 | -2% | -34% | 0.62 | 1496 | -1.0 | 1022 | -0.67 | -0.28 | -0.2 | 0.82 | -43%
COc1ccccc1Cn1cccc1C=O | 1.5 | 0.9 | 2.2 | i | + | -7.8* | -2% | -7% | 0.03 | 1483 | 1.7 | 1007 | -0.51 | -0.18 | -0.17 | 0.92 | 2%
(listing goes on)
SMILES | MT stabilize HCS | MT stabilize HCS Hoechst-high % | MT stabilize HCS cytotoxicity % | Yfh1-off respiration | Autophagy mod | Autophagy mod cell loss 18 h | P. falciparum M17LAP | NOD1 NF-kB reporter | Insulin prom up | Insulin prom up cell count | bCat nuc transl | bCat nuc transl cell count 5 µM | Dynein transport | Dynein transport cytoplasmic EGFP | Dynein transport nuclear GR-EGFP | Dynein transport cell count | NOD2 inhibition
CCO[C@@H]1OC(C(=O)NCc2nc3ccccc3[nH]2)=C[C@H](c2ccccc2)[C@H]1CCCO | 2.1 | 1.4 | 4.6 | i | i | -3 | 3% | -35% | -0.2 | 1322 | -1.6 | 1252 | 0.2 | -0.26 | 0.43 | -0.3 | 23%
Cc1cc(C)c(OCCCCNCc2ccccc2)c(Cl)c1 | 2.2 | 1.0 | 4.8 | i | i | -3 | -4% | 14% | -0.21 | 1661 | 0.5 | 1277 | -0.36 | -0.19 | -0.17 | 0.76 | 18%
COC(=O)C(C(=O)OC)c1ncccc1[N+](=O)[O-] | x | x | x | i | x | x | 2% | -4% | 0.22 | 1490 | 0.7 | 1045 | -0.41 | 0.62 | -0.062 | -0.8 | 18%
N=c1c(-c2nc3ccccc3[nH]2)cc(C(=O)c2cccs2)nn1-c1ccc(Cl)cc1 | 3.8 | 2.7 | 8.5 | i | + | -5.4* | x | x | x | x | x | x | 0.14 | 0.54 | 0.28 | 0.55 | x
Cn1c(O)c(C=Nc2ccc(Br)cc2)sc1=O | 1.6 | 1.9 | 3.6 | i | i | 0 | 2% | 54%* | 0.48 | 1604 | 3.8 | 967 | 0.18 | -0.29 | 0.083 | -0.3 | -112%
CCN(/N=C/c1cccs1)c1cc(=O)n(C)c(=O)[nH]1 | 5.7 | 2.5 | 6.8 | i | i | -8 | 18% | -22% | -0.08 | 1054 | 3.7 | 1093 | 0.96 | -0.18 | 0.52 | -0.7 | 4%
COc1cccc2cc(-c3nnc(SCC(=O)Nc4nc(C)cs4)n3C)oc12 | 6.1 | 3.3 | 0.2 | i | i | -15 | -13% | -26% | 0.28 | 1649 | -3.1 | 1016 | -0.22 | -0.21 | 0.14 | -0.0098 | 5%
[O-][n+]1c2c(nn1-c1ccccc1)/C(=N/O)CCC2 | 3.6 | 2.7 | 3.5 | i | i | 9 | 1% | -28% | 0.9 | 1437 | 1.6 | 1549 | 0.28 | -0.19 | 0.25 | 0.25 | 10%
CCn1cc(CNC(=S)Nc2cccc(Cl)c2C)cn1 | 2.0 | 1.1 | 4.5 | i | i | 27 | -4% | -23% | -0.2 | 1574 | 1.5 | 904 | -0.49 | -0.23 | -0.24 | 0.49 | 13%
CC1=C(C(N)=O)C(c2ccc(Cl)cc2)NC(=O)N1 (stereo not given) | 1.6 | 1.5 | 6.1 | i | i | -1 | 6% | x | x | x | x | x | -0.17 | -0.17 | 0.096 | -0.037 | x

Bioassay records (PubChem BioAssay)
